Compound activity: PubChem, several laboratories
SV40 large T antigen – TAg ATPase/helicase activity blockers – biochemical (AID 1903). SV40 large T antigen ATPase/helicase inhibition assay; higher % means a stronger effect. 310,000 compounds, 0.39% hits. inhibition, % at 20 µM; hits with a dose series show IC50 in µM; in the data active = a potency from the dose series; inconclusive = inhibition mostly from about 32% at the one dose, without a potency; inactive = the rest, 99 in 100 with inhibition below about 32%; also: strong numbers were not always called active
NTR1 agonist – agonists of NTR1, primary screen, imaging, U2OS cells, beta-arrestin-GFP, high content (AID 493036); P30989; NTR1-U2OS beta-arrestin-GFP spot imaging, agonist mode; activation, % at 20 µM; 330,000 compounds, 0.17% hits;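 active = activation at or above 40% of the spot to cytoplasm intensity ratio, with at least 20 cells analyzed; inconclusive = wells under 20 cells, flagged as cytotoxic or low count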;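 also: 0% = DMSO without peptide and 100% = 100 nM NTR1 peptide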
Target sequence (P30989 whole entry, looked up): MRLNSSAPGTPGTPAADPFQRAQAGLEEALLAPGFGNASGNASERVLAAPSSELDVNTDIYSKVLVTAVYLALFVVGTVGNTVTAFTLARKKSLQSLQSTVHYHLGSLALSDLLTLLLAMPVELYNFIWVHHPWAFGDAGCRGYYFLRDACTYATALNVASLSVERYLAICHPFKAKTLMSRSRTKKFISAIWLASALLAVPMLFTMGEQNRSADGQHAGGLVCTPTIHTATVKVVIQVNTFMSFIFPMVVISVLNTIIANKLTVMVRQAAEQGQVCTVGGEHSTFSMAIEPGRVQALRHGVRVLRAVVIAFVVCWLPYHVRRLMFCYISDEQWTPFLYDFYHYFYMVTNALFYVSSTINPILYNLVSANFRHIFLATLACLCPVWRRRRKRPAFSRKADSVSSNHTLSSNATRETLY
Siah-1 displacement – blockers of Siah-1 interaction with plectin peptide – biochemical, fluorescence polarization, rhodamine-plectin, uHTS, primary screen (AID 1817). Siah-1 / rhodamine-plectin peptide fluorescence polarization; higher % means a stronger effect. displacement, % at 20 µM; hits with a dose series show IC50 in µM. 290,000 compounds, 0.02% hits;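 active = displacement of at least 50% at 20 µM, with a fluorescence ratio check between 0.3 and a set limit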;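 also: plate controls were Siah plus tracer with DMSO for no effect and tracer alone without Siah for full effect; strong numbers were not always called active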
Rac1 GTP hydrolysis – MgcRacGAP GTPase-activating activity inhibitors, confirmation, biochemical, ADP Hunter fluorescence; MgcRacGAP-stimulated Rac1 GTP hydrolysis, ADP Hunter fluorescence; higher % means a stronger effect; GST-tagged Rac1 F28L mutant substrate; one-dose inhibition, % at 30 µM; IC50 in µM for titrated hits; 340,000 compounds, 0.6% hits;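 active = first-screen hits whose inhibition reached a set limit at any dose in the follow-up dose series; inconclusive = inhibition above the set first-screen limit but never retested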;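 also: fluorescence reports GDP produced by GAP-driven GTP hydrolysis; strong numbers were not always called active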
UTI89 phage lysis – inhibition of K1F phage lysis, E. coli UTI89, bacterial capsule biogenesis inhibitors, alamar blue (AID 488966); 340,000 compounds, 0.02% hits; one-dose inhibition, % at 100 µM; IC50 in µM for titrated hits; E. coli UTI89 K1F phage lysis, alamar blue, 2 h; higher % means a stronger effect;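 active = phage lysis inhibition, versus mean bacterial control, above a set limit; inconclusive = no clear call, values can overlap the other calls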;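 also: capsule biogenesis inhibitors block K1F phage lysis so surviving cells raise fluorescence; higher fluorescence means more inhibition of phage lysis; actives were called in the ten point dose series up to 300 µM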
RSV CPE inhibition – RSV antiviral activity via CPE protection, HEp-2 cells, primary 10 µM value included (AID 2391) | CPE inhibition, % at 10 µM; hits with a dose series show IC50 in µM | HEp-2 cells, RSV-induced CPE inhibition; higher % means a stronger effect | 310,000 compounds, 0.13% hits; in the data active = a potency from the dose series; inconclusive = CPE inhibition mostly from about 23% at the one dose, without a potency; inactive = the rest, 99 in 100 with CPE inhibition below about 21%; also: strong numbers were not always called active
West Nile virus CPE – inhibition of WNV-induced cytopathic effect – cell-based, CPE readout (AID 1621); West Nile virus-infected cells, CPE inhibition; higher % means a stronger effect; one-dose CPE inhibition, % at 10 µM; IC50 in µM for titrated hits; 290,000 compounds, 0.02% hits; in the data active = a potency from the dose series; inconclusive = CPE inhibition mostly from about 3.7% at the one dose, without a potency; inactive = the rest, 99 in 100 with CPE inhibition below about 2.2%; also: strong numbers were not always called active
AID2073 – inhibitors of Mint1-CaV2.2 protein interaction, biochemical, HTRF (AID 2073); 290,000 compounds, 0.19% hits; one-dose inhibition, % at 20 µM; IC50 in µM for titrated hits; HTRF protein-protein interaction, Mint1-CaV2.2; higher % means a stronger effect; in the data active = inhibition mostly above about 51%, no sharp cut-off; inconclusive = no clear call, values can overlap the other calls; inactive = mostly below about 53%; also: some results filed as inactive read as strong as hits
Dengue-2 NS5 capping – flavivirus cap methylation enzyme inhibition – biochemical, confirmation dose response, primary screen (AID 588689); Dengue-2 NS5 methyltransferase capping enzyme assay, biochemical; higher % means a stronger effect; inhibition, % at 25 µM, or IC50 in µM where a hit was titrated; 340,000 compounds, 0.3% hits; in the data active = a potency from the dose series; inconclusive = inhibition above about 29% without an active follow-up result
NTR1 agonist cell count 20 µM – further read-out of NTR1 agonist, marked with its call; cell count; measured here: cell count, cytotoxicity flag
Dengue-2 NS5 capping pilot replicate – further read-out of Dengue-2 NS5 capping, marked with its call; inhibition, %; measured here: pilot screen replicate inhibition
* = called active by the depositor; [ ] = remark or other dose. No enrichment for hits; overall some 1.6% were active at least once.

For Cc1ccccc1NC(=O)CSc1nnc(Cc2cccn2C)n1-c1ccc(F)cc1 the results were SV40 large T antigen 3%, NTR1 agonist -3.2, Siah-1 displacement -3%, Rac1 GTP hydrolysis 4%, UTI89 phage lysis 2.0%, RSV CPE inhibition 1.1%, West Nile virus CPE -0.5%, AID2073 14%, Dengue-2 NS5 capping -1% and NTR1 agonist cell count 20 µM 53.
`COc1ccc(CCNC(=O)c2ccc(CS(=O)Cc3ccc(C)cc3)o2)cc1OC` (stereo unspecified) gave SV40 large T antigen 0%, NTR1 agonist -1.5, Siah-1 displacement -1%, Rac1 GTP hydrolysis -2%, UTI89 phage lysis 0.3%, RSV CPE inhibition 5.9%, West Nile virus CPE 0.4%, AID2073 10%, Dengue-2 NS5 capping -5% and NTR1 agonist cell count 20 µM 48.
`COc1cc(NC(=O)C2CC2)c(OC)cc1NC(=O)c1ccco1` gave SV40 large T antigen 3%, NTR1 agonist 0.5, Siah-1 displacement 16%, Rac1 GTP hydrolysis 6%, UTI89 phage lysis 0.1%, RSV CPE inhibition 1.4%, West Nile virus CPE -0.1%, AID2073 11%, Dengue-2 NS5 capping -4% and NTR1 agonist cell count 20 µM 49.
`COc1ccccc1NCC(=O)N/N=C/C=C/c1ccccc1` gave SV40 large T antigen 21%, NTR1 agonist 0.0, Siah-1 displacement 6%, Rac1 GTP hydrolysis 3%, UTI89 phage lysis 1.4%, RSV CPE inhibition 1.6%, West Nile virus CPE -0.6%, AID2073 5% and NTR1 agonist cell count 20 µM 91.
Screening C=CCn1c(SCC(=O)Nc2ccccc2-c2ccccc2)nc2cc(C(=O)O)ccc2c1=O returned SV40 large T antigen 10%, NTR1 agonist 2.0, Siah-1 displacement 1%, Rac1 GTP hydrolysis 6%, UTI89 phage lysis 0.1%, RSV CPE inhibition 1.7%, West Nile virus CPE -0.7%, AID2073 9%, Dengue-2 NS5 capping 6% and NTR1 agonist cell count 20 µM 43.
`O=C(CSc1ccccc1)Nc1ccc2sccc2c1` gave SV40 large T antigen 6%, NTR1 agonist 0.8, Siah-1 displacement 1%, Rac1 GTP hydrolysis 7%, UTI89 phage lysis 0.1%, RSV CPE inhibition 2.8%, West Nile virus CPE -0.3%, AID2073 4%, Dengue-2 NS5 capping 2% and NTR1 agonist cell count 20 µM 56.
COc1ccccc1C(=O)NCCC(=O)Nc1ccc(S(=O)(=O)N2C(C)CCCC2C)cc1 (stereo unspecified) was read as NTR1 agonist -0.5, Rac1 GTP hydrolysis 3%, UTI89 phage lysis -0.2%[50 µM], Dengue-2 NS5 capping 1% and NTR1 agonist cell count 20 µM 61.
`COc1ccc(-c2nnc(SCC(=O)NC3CCCC3)n2C)cc1` gave SV40 large T antigen 6%, NTR1 agonist 0.2, Siah-1 displacement -1%, Rac1 GTP hydrolysis 3%, UTI89 phage lysis 0.2%, RSV CPE inhibition 1.2%, West Nile virus CPE -0.6%, AID2073 -3%, Dengue-2 NS5 capping -7% and NTR1 agonist cell count 20 µM 46.
N#C/C(=C(/O)C(Cl)c1ccccc1)c1nc2ccccc2s1 (stereo unspecified) was read as SV40 large T antigen 8%, NTR1 agonist 2.3, Siah-1 displacement -2%, Rac1 GTP hydrolysis 12%, UTI89 phage lysis -0.3%, RSV CPE inhibition 2.3%, West Nile virus CPE -0.5%, AID2073 -14%, Dengue-2 NS5 capping -3%, NTR1 agonist cell count 20 µM 71 and Dengue-2 NS5 capping pilot replicate 2.7.
For O=C(O)c1ccc(-c2noc(-c3ccccc3C(F)(F)F)n2)cc1 the results were SV40 large T antigen 10%, NTR1 agonist -1.1, Rac1 GTP hydrolysis -3%, UTI89 phage lysis -1.1%, RSV CPE inhibition 10%, West Nile virus CPE 0.2%, Dengue-2 NS5 capping 5% and NTR1 agonist cell count 20 µM 91.
`Cc1nc(NC(=O)CC(C)C)sc1-c1csc(Nc2ccc(Cl)cc2Cl)n1` gave SV40 large T antigen 18%, NTR1 agonist 18, Siah-1 displacement -1%, Rac1 GTP hydrolysis 4%, UTI89 phage lysis 0.0%, RSV CPE inhibition 29%, West Nile virus CPE -0.5%, AID2073 -22%, Dengue-2 NS5 capping -10% and NTR1 agonist cell count 20 µM 95.
`CCOC(=O)C1=C2SCC(=O)N2C(N)=C(C#N)C1` gave SV40 large T antigen 15%, NTR1 agonist 3.7, Siah-1 displacement 10%, Rac1 GTP hydrolysis 15%, UTI89 phage lysis 3.8%, RSV CPE inhibition 1.5%, West Nile virus CPE 0.3%, AID2073 -55%, Dengue-2 NS5 capping -8% and NTR1 agonist cell count 20 µM 25.
CCc1ccccc1N1CSC2=C(C#N)C(c3cc(OC)c(OC)cc3OC)CC(=O)N2C1 (stereo unspecified) was read as SV40 large T antigen 17%, NTR1 agonist -0.1, Siah-1 displacement 1%, Rac1 GTP hydrolysis 17%, UTI89 phage lysis -0.1%, RSV CPE inhibition -0.9%, West Nile virus CPE 0.7%, AID2073 76%, Dengue-2 NS5 capping -1% and NTR1 agonist cell count 20 µM 70.
Cc1ccc(OCC(=O)N(Cc2ccc(C)o2)C2CCS(=O)(=O)C2)cc1 (stereo unspecified) was read as SV40 large T antigen 9%, NTR1 agonist 0.3, Siah-1 displacement 7%, Rac1 GTP hydrolysis 10%, UTI89 phage lysis 0.1%, RSV CPE inhibition 0.7%, West Nile virus CPE -0.4%, AID2073 2%, Dengue-2 NS5 capping -13% and NTR1 agonist cell count 20 µM 79.
COc1cccc(/C=N/n2c(N)c(S(=O)(=O)c3cccs3)c3nc4ccccc4nc32)c1OC was read as SV40 large T antigen 4%, NTR1 agonist 2.0, Siah-1 displacement -3%, Rac1 GTP hydrolysis 5%, UTI89 phage lysis 2.0%, RSV CPE inhibition 0.9%, West Nile virus CPE inconclusive, AID2073 13%, Dengue-2 NS5 capping -1% and NTR1 agonist cell count 20 µM 86.
`O=C(Cc1ccc(F)cc1)OCn1nnc2ccccc2c1=O` gave SV40 large T antigen 16%, NTR1 agonist 2.6, Siah-1 displacement 7%, Rac1 GTP hydrolysis 3%, UTI89 phage lysis -0.3%, RSV CPE inhibition 0.9%, West Nile virus CPE -0.1%, AID2073 49%, Dengue-2 NS5 capping -3% and NTR1 agonist cell count 20 µM 66.
For COc1cc(CC(=O)OC2CCOC2=O)cc(OC)c1OC (stereo unspecified) the results were SV40 large T antigen 9%, NTR1 agonist -1.0, Siah-1 displacement 4%, Rac1 GTP hydrolysis -10%, UTI89 phage lysis 0.1%, RSV CPE inhibition 2.9%, West Nile virus CPE 0.2%, AID2073 8%, Dengue-2 NS5 capping -2% and NTR1 agonist cell count 20 µM 96.
COc1ccccc1NC(=O)c1cccc(NC(=O)c2ccco2)c1 was read as SV40 large T antigen 6%, NTR1 agonist -0.7, Siah-1 displacement 4%, Rac1 GTP hydrolysis 6%, UTI89 phage lysis 0.6%, RSV CPE inhibition 1.4%, West Nile virus CPE -0.1%, AID2073 -2%, Dengue-2 NS5 capping 4% and NTR1 agonist cell count 20 µM 73.
`O=c1cc(N2CCc3ccccc3C2)[nH]c(=O)n1-c1ccc(Cl)cc1` gave SV40 large T antigen 5%, NTR1 agonist 1.1, Siah-1 displacement 0%, Rac1 GTP hydrolysis -3%, UTI89 phage lysis 0.3%, RSV CPE inhibition -0.7%, AID2073 inconclusive, Dengue-2 NS5 capping 6% and NTR1 agonist cell count 20 µM 61.
`O=C1CC(N2CCN(c3ccc(S(=O)(=O)N4CCOCC4)cc3)CC2)C(=O)N1Cc1ccccc1` (stereo unspecified) gave SV40 large T antigen 18%, NTR1 agonist 0.6, Siah-1 displacement 3%, Rac1 GTP hydrolysis 7%, UTI89 phage lysis 0.4%, RSV CPE inhibition 4.3%, West Nile virus CPE 0.3%, AID2073 3%, Dengue-2 NS5 capping -1% and NTR1 agonist cell count 20 µM 55.
Screening Cc1ccc(NC(=S)Nc2ccccn2)cc1C returned SV40 large T antigen 8%, NTR1 agonist 1.6, Siah-1 displacement -2%, RSV CPE inhibition 4.0%, West Nile virus CPE 0.0%, AID2073 -37% and NTR1 agonist cell count 20 µM 47.
`CC(C)(C#CCN1CCCCC1)OCCOC(c1ccccc1)c1ccccc1` gave SV40 large T antigen 2%, NTR1 agonist 4.2, Siah-1 displacement -6%, Rac1 GTP hydrolysis 10%, UTI89 phage lysis 1.2%[50 µM], RSV CPE inhibition -0.2%, West Nile virus CPE -1.4%, AID2073 1%, Dengue-2 NS5 capping -4% and NTR1 agonist cell count 20 µM 58.
For COc1ccc(CNC(=O)CCCNS(=O)(=O)c2cccc3nonc23)cc1 the results were SV40 large T antigen 3%, NTR1 agonist -1.7, Siah-1 displacement 0%, Rac1 GTP hydrolysis 3%, UTI89 phage lysis 1.5%, RSV CPE inhibition 0.8%, West Nile virus CPE -0.7%, AID2073 17%, Dengue-2 NS5 capping -7% and NTR1 agonist cell count 20 µM 79.
`Nc1nnnn1/N=C/C(Br)=C/c1ccccc1` gave SV40 large T antigen 14%, NTR1 agonist 7.8, Siah-1 displacement 0%, Rac1 GTP hydrolysis 3%, UTI89 phage lysis -0.5%, RSV CPE inhibition -2.3%, West Nile virus CPE -1.2%, AID2073 -6%, Dengue-2 NS5 capping -1% and NTR1 agonist cell count 20 µM 81.
CCC1=[N+](C)c2cccc3cccc(c23)N1C was read as SV40 large T antigen 17%, NTR1 agonist 0.5, Siah-1 displacement 2%, Rac1 GTP hydrolysis 15%, UTI89 phage lysis 0.0%, RSV CPE inhibition 1.8%, West Nile virus CPE 1.0%, AID2073 -5%, Dengue-2 NS5 capping -7% and NTR1 agonist cell count 20 µM 43.
Screening Cc1ccc(-c2cc(C(=O)NCCN3CCOCC3)no2)cc1 returned SV40 large T antigen 5%, NTR1 agonist -0.4, Siah-1 displacement -3%, Rac1 GTP hydrolysis 18%, UTI89 phage lysis 1.0%[50 µM], RSV CPE inhibition 1.3%, West Nile virus CPE -0.2%, AID2073 -3%, Dengue-2 NS5 capping 0% and NTR1 agonist cell count 20 µM 48.
`O=C(Cc1ccccc1)NCC(=O)N1CCN(c2ccccc2F)CC1` gave SV40 large T antigen -3%, NTR1 agonist -0.3, Siah-1 displacement 1%, Rac1 GTP hydrolysis 3%, UTI89 phage lysis -0.2%[50 µM], RSV CPE inhibition 0.2%, West Nile virus CPE -0.5%, AID2073 -7%, Dengue-2 NS5 capping -5% and NTR1 agonist cell count 20 µM 70.
For Cn1c(=O)c2c(ncn2CC(=O)OCC(=O)NNC(=O)c2ccc(Cl)cc2)n(C)c1=O the results were NTR1 agonist 0.8, Rac1 GTP hydrolysis 2%, UTI89 phage lysis 0.5%[50 µM], RSV CPE inhibition 1.3%, Dengue-2 NS5 capping 1% and NTR1 agonist cell count 20 µM 93.
